CHRM5 PAM: positive allosteric modulators of human muscarinic M5 receptor; activation, % at 3 µM; CHO-K1 hM5, Fluo-8 calcium, ACh EC20 PAM; 0% = ACh EC20, 100% = ACh EC100; actives 0.3% (n = 360,000); P08912;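 active means activation above the run cutoff, the mean activation of all test compounds plus 3 SD, cut at about 18% in these data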
Target sequence (P08912 whole entry, looked up): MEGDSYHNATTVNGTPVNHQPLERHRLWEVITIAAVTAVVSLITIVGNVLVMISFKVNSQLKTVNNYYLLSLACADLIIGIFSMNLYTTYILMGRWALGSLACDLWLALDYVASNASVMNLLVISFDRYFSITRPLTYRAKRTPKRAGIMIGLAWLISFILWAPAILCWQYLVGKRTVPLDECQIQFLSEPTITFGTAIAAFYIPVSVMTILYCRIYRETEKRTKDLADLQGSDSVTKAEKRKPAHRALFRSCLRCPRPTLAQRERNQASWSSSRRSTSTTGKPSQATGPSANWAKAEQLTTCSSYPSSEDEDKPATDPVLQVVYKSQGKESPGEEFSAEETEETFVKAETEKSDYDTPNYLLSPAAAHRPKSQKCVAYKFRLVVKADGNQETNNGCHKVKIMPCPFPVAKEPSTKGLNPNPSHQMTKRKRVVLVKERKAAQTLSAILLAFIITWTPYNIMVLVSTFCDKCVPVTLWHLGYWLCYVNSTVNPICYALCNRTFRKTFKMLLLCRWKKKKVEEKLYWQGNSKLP
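Replicates: One well per compound, no replicates | System: Human M5 receptor in CHO-K1 cells | Benchmarks: Low control EC20 acetylcholine (0%), high control EC100 acetylcholine (100%) | Probe or stimulus: Acetylcholine, EC20 level | Times: Fluo-8 loading 80 min at 37 °C plus 30 min room temperature | Signal: Intracellular calcium via Fluo-8 fluorescence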
CHRM5 antagonist: blocks acetylcholine activation of human M5 receptor; P08912; CHO-hM5 cells, Fluo-8 calcium fluorescence, ACh EC80; inhibition, % at 3 µM; actives 0.59% (n = 360,000);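 active means inhibition above a per-plate cutoff, the mean of that plate's test compounds plus 3 SD, cut at about 27% in these data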;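 further: 0% = acetylcholine EC80 with DMSO and 100% = DMSO without agonist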
CHRM1 antagonist: blocks human M1 muscarinic receptor; CHO-K1 hM1, Fluo-8 calcium fluorescence, ACh EC80 antagonist; AID 588852; P11229; inhibition, % at 3 µM; actives 1.3% (n = 360,000);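 active means percent inhibition above its own plate's cutoff, namely the mean of that plate's compound wells plus 3 SD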;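 further: peak over basal fluorescence ratio during 140 s after agonist addition; 0% = ACh EC80 plus DMSO and 100% = DMSO alone without agonist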
CHRM4 antagonist: CHRM4 antagonism in calcium assay. inhibition, % at 3 µM. actives 0.73% (n = 360,000). P08173. CHO-hM4 cells, ACh EC80, Fluo-8 calcium fluorescence. AID 624125;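 active means inhibition above its plate's cutoff, the mean inhibition of sample wells plus 3 SD, cut at about 27% in these data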;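 further: 0% = acetylcholine EC80 with DMSO and 100% = DMSO without agonist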
Target sequence (P08173 whole entry, looked up): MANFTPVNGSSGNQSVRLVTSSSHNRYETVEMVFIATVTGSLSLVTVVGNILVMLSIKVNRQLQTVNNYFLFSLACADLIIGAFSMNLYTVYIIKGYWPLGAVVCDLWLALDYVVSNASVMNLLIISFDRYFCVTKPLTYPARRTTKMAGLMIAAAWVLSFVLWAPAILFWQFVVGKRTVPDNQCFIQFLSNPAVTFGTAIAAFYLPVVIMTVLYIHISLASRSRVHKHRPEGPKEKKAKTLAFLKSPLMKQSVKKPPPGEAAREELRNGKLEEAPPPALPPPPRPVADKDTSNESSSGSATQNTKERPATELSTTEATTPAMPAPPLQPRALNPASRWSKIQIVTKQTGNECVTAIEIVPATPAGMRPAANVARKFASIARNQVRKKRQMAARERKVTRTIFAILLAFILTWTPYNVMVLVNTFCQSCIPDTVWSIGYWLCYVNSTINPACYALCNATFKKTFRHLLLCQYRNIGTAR
M4 ag: CHRM4 agonism in calcium assay; P08173; CHO-K1 hM4/Gqi5, Fluo-8 calcium fluorescence; vehicle 0%, full acetylcholine response 100%; activation, % at 3 µM; actives 0.14% (n = 360,000); AID 624127;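 active means activation above the run mean over all test wells plus 3 SD, cut at about 32% in these data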;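 further: peak over basal fluorescence ratio per well then scaled between controls; 0% = DMSO wells and 100% = acetylcholine at EC100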
CHRM1 agonist: activates human CHRM1 receptor. actives 0.33% (n = 360,000). activation, % at 3 µM. CHO-K1 hM1, Fluo-8 calcium fluorescence, agonist mode; 0% DMSO, 100% acetylcholine EC100. AID 588814. P11229;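 active means activation above the run's mean compound activation plus 3 SD, cut at about 16% in these data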;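 further: peak over basal fluorescence ratio within a 140 s kinetic read after compound addition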
CHRM1 PAM: human CHRM1 positive allosteric modulation. P11229. CHO-K1 hM1, Fluo-8 calcium fluorescence, ACh EC20; 0% = ACh EC20, 100% = maximal ACh. activation, % at 3 µM. actives 0.088% (n = 360,000). AID 588819; in the data active means activation above about 19%, passing the limit was not always enough
TAAR1 agonist: human TAAR1 agonism | actives 0.99% (n = 360,000) | CHO RD-HGA16 TAAR1, Fluo-8 calcium fluorescence; vehicle wells 0%, saturating PEA agonist 100% | activation, % at 3 µM;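 active means activation above the mean activation of all test compounds in the run plus 3 SD, cut at about 38% in these data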
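Assay system – CHO-derived RD-HGA16 cells with stable Gα16 and human TAAR1 · Compound dosing – one-point dosing at 3 µM (nominal) · Incubation – 17-24 h seeding, 75 min 37 °C dye, 30 min RT · Measured by – kinetic Fluo-8 calcium fluorescence · Control set – DMSO vehicle as 0%, PEA at EC100 as 100% · Repeats – single well for each compound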
M5 ag: CHRM5 agonism in calcium assay; CHO-K1 hM5 cells, Fluo-8 calcium fluorescence; 0% DMSO wells, 100% maximal acetylcholine response; activation, % at 3 µM; actives 0.19% (n = 360,000);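 active means activation above the run's mean over test compounds plus 3 SD, cut at about 23% in these data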;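 further: signal is peak over basal fluorescence ratio across the kinetic read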
* marks the source's active call; other numbers are inactive results; x = no result given.

Letter code: A = CHRM5 PAM; B = CHRM5 antagonist; C = CHRM1 antagonist; D = CHRM4 antagonist; E = M4 ag; F = CHRM1 agonist; G = CHRM1 PAM; H = TAAR1 agonist; I = M5 ag
O=C(COC(=O)COc1ccccc1F)Nc1ccc(Cl)cn1
  A = 1; B = 7; C = 3; D = -11; E = 0; F = -5; G = 0; H = -4; I = -1

CC(C)c1c(Cl)c(O)c(-c2ccccc2)c(=O)n1-c1ccc(F)cc1
  A = 0; B = -1; C = -5; D = 9; E = 0; F = -9; G = 5; H = 0; I = 0

COc1cccc(CNC(=O)Cc2ccc(S(=O)(=O)N3CCOCC3)s2)c1
  A = -2; B = 0; C = -18; D = -2; E = 2; F = -1; G = 8; H = 6; I = 2

Cc1cccc(N2CCN(C(=O)Cn3cccc3)CC2)c1C
  A = -1; B = 8; C = -15; D = 0; E = 1; F = -2; G = 5; H = 0; I = 1

CC1CCN(S(=O)(=O)c2ccc3c(ccn3CCC(=O)N3CCCCC3)c2)CC1
  A = -2; B = 10; C = -18; D = 7; E = 7; F = 1; G = 11; H = 13; I = 0

Cc1ccc(-c2cnc(C(O)c3ccc(C)cc3)[nH]2)cc1 (stereo unspecified)
  A = 1; B = -2; C = -9; D = 1; E = 0; F = 0; G = 3; H = 1; I = 1

O=C(Cn1cc(C(F)(F)F)cc(Cl)c1=O)NCC1COc2ccccc2O1 (stereo unspecified)
  A = -4; B = 12; C = -13; D = -4; E = 0; F = -3; G = 8; H = 0; I = 3

O=C(Nc1ccc(C(F)(F)F)cc1-c1ccccc1)c1ccccc1
  A = 0; B = -4; C = -2; D = -8; E = -1; F = -6; G = 4; H = 8; I = -1

Clc1ccc(-c2nnc3n2CCCCS3)cc1
  A = 2; B = 1; C = -8; D = 4; E = 0; F = -15; G = 5; H = 1; I = -2

COc1ccc(CC(=O)NNC(=O)c2ccc(Br)o2)cc1
  A = -2; B = 8; C = -1; D = 9; E = 0; F = -3; G = 1; H = 0; I = -3

Cc1c(C(=O)Nc2nnc(SCc3ccccc3Cl)s2)cccc1[N+](=O)[O-]
  A = 7; B = -8; C = -10; D = -4; E = 1; F = -8; G = 6; H = 0; I = 0

COc1ccc(-c2nc3ccccn3c2NC2CCCCC2)cc1SC1CCCCC1
  A = 4; B = 4; C = 23; D = 28*; E = 3; F = -5; G = -9; H = 2; I = 1

CSc1ccccc1NC(=O)C1CC(c2ccccc2Cl)=NO1 (stereo unspecified)
  A = -2; B = 10; C = -10; D = 0; E = 1; F = -4; G = 1; H = 2; I = -7

CCN1CCN(C(=O)c2sc3nc(C)nc(N4CCC(C)CC4)c3c2C)CC1
  A = -1; B = -8; C = 1; D = -2; E = 1; F = -5; G = -1; H = 11; I = -5

C[C@H]1CN([C@@H](C)CO)C(=O)CCCn2cc(nn2)CO[C@@H]1CN(C)S(=O)(=O)c1ccc2c(c1)OCCCO2
  A = -2; B = 2; C = 1; D = 17; E = -1; F = -5; G = -2; H = -1; I = 1

Quoted at random: 3 records from the list.
Letter code: A = CHRM5 PAM; B = CHRM5 antagonist; C = CHRM1 antagonist; D = CHRM4 antagonist; E = M4 ag; F = CHRM1 agonist; G = CHRM1 PAM; H = TAAR1 agonist; I = M5 ag
CC(C)c1c(Cl)c(O)c(-c2ccccc2)c(=O)n1-c1ccc(F)cc1
  A = 0; B = -1; C = -5; D = 9; E = 0; F = -9; G = 5; H = 0; I = 0

Cc1c(C(=O)Nc2nnc(SCc3ccccc3Cl)s2)cccc1[N+](=O)[O-]
  A = 7; B = -8; C = -10; D = -4; E = 1; F = -8; G = 6; H = 0; I = 0

Clc1ccc(-c2nnc3n2CCCCS3)cc1
  A = 2; B = 1; C = -8; D = 4; E = 0; F = -15; G = 5; H = 1; I = -2

Remaining list, next part:
Letter code: A = CHRM5 PAM; B = CHRM5 antagonist; C = CHRM1 antagonist; D = CHRM4 antagonist; E = M4 ag; F = CHRM1 agonist; G = CHRM1 PAM; H = TAAR1 agonist; I = M5 ag
Cc1nnsc1C(=O)NC(=O)Nc1ccc(F)c(Cl)c1
  A = -3; B = 7; C = -5; D = -1; E = 8; F = 6; G = 15; H = 8; I = 9

O=C(NCCc1ccccc1)C1CCCN1S(=O)(=O)c1ccccc1 (stereo unspecified)
  A = 8; B = -6; C = -1; D = 6; E = 1; F = -9; G = 10; H = 4; I = 0

CC(=O)N1CCN(c2ccc(NC(=O)/C=C/c3ccccc3)cc2)CC1
  A = -4; B = 3; C = -10; D = 3; E = 3; F = -2; G = 4; H = 5; I = 0

O=C(NCc1ccccc1Cl)c1cc(=O)[nH]c2ccccc12
  A = -7; B = 18; C = 6; D = -8; E = 0; F = -13; G = -4; H = -1; I = -6

CC(CCC(C)C(C)(C)C)[C@@H]1CC[C@H]2C3C[C@H](OS(O)(=S)=S)[C@H]4C[C@H](OS(O)(=S)=S)[C@@H](OS(O)(=S)=S)C[C@]4(C)[C@H]3CC[C@]12C (stereo partly specified) (tested in a mixture with another compound)
  A = -27; B = 13; C = 3; D = 51*; E = 81*; F = 37*; G = 5; H = x; I = 21

COc1cccc(CC(=O)Nc2ccccc2N2CCCC2)c1
  A = 6; B = -10; C = -2; D = 5; E = 0; F = -5; G = 1; H = -2; I = -4

Cc1ccc2c(c1)N(CC(=O)NCCCN1CCOCC1)C(=O)C(C(C)C)O2 (stereo unspecified)
  A = 1; B = 16; C = -3; D = 3; E = -1; F = -2; G = -4; H = 1; I = 1

CCN(CC(=O)Nc1cc(S(=O)(=O)N2CCCCC2)ccc1Cl)Cc1ccccc1
  A = -4; B = 0; C = 20; D = 9; E = 1; F = 0; G = -5; H = -1; I = -4

O=C(CSc1nnc(-c2cccc(F)c2)o1)NC1CCCC1
  A = 5; B = -11; C = -3; D = -16; E = 1; F = -3; G = 1; H = 1; I = -2

COc1ccc(C)cc1NC(=O)COC(=O)c1c(C)nn(-c2ccccc2)c1C
  A = -10; B = -3; C = 12; D = -11; E = 11; F = -1; G = -13; H = 2; I = 5

Cc1ccc(S(=O)(=O)Nc2ccc(C(OC(=O)c3ccccc3[N+](=O)[O-])(C(F)(F)F)C(F)(F)F)cc2)cc1
  A = -5; B = -1; C = 14; D = 17; E = 0; F = -1; G = -11; H = 1; I = -1

C=C(C)COc1ccc(-c2ncncc2-c2ccc(Br)cc2)c(O)c1
  A = -2; B = 3; C = -20; D = 6; E = -1; F = 0; G = 16; H = 2; I = -4

Cc1ccn(CCC(=O)N2CCCC(N3CCN(c4ccccc4C)CC3)C2)n1 (stereo unspecified)
  A = -1; B = -10; C = 1; D = -30; E = 7; F = 49*; G = -25; H = 1; I = -2

CN(C)CCOc1ccc(-c2c(-c3ccccc3)sc3ccccc23)cc1
  A = 5; B = 5; C = 16; D = 28*; E = 4; F = -3; G = 6; H = 27; I = -4

COc1ccc(NC(=O)c2ccccc2F)cc1Cl
  A = -5; B = 2; C = 0; D = 13; E = 0; F = -4; G = 1; H = -1; I = -2

Cc1onc(-c2ccccc2)c1C(=O)NCC(O)c1ccccc1 (stereo unspecified)
  A = -8; B = 11; C = -20; D = 1; E = 0; F = -3; G = 16; H = 1; I = 0

O=C1c2ccccc2CN1C(CO)c1ccccc1 (stereo unspecified)
  A = -6; B = 6; C = -4; D = 2; E = 0; F = -4; G = 4; H = 3; I = -3

CN1CCN(CC(=O)Nc2sc3c(c2C(=O)Nc2ccccc2)CCCC3)CC1
  A = -5; B = 5; C = -1; D = 2; E = 3; F = -3; G = 0; H = 4; I = -3

CC(C)(O)c1ccc2c(c1)CCC1C(C)(C(=O)O)CCCC21C (stereo unspecified)
  A = -5; B = 9; C = -1; D = -5; E = 0; F = -2; G = 2; H = 0; I = 1

COc1ccc(CC(C(=O)Nc2cccc(F)c2)c2nn[nH]n2)c(OC)c1 (stereo unspecified)
  A = 6; B = -9; C = -5; D = 6; E = 0; F = -4; G = 10; H = 2; I = 0

CCCCC(=O)Nc1cc(OCC)c(NC(=S)NC)cc1OCC
  A = -6; B = -3; C = -11; D = 17; E = 0; F = -3; G = 4; H = 7; I = -1

Cc1cccc2c(C(=O)O)cc(-c3cccnc3)nc12
  A = 3; B = -4; C = -2; D = 1; E = 1; F = -7; G = 12; H = 15; I = 1

Cc1cccc(C)c1NC(=S)NCCCN1CCCC1=O
  A = 4; B = 0; C = -3; D = -5; E = 1; F = -4; G = 14; H = 3; I = -1

CCc1c(OC(C)=O)c2ccccc2n(C)c1=O
  A = -6; B = 17; C = 0; D = 7; E = 0; F = -5; G = 5; H = 0; I = 0

CNCCNC[C@H](Cc1cccc2ccccc12)NCCc1ccccc1
  A = -1; B = 12; C = -11; D = 5; E = 2; F = -3; G = 4; H = 38*; I = 1

CC(C)CN(C(=O)c1nn(C)c(=O)c2ccccc12)c1nc2ccccc2s1
  A = -1; B = 0; C = -11; D = -1; E = 1; F = 3; G = 11; H = 4; I = 2

O=C(NC1CC2CCC(C1)N2C(=O)NCc1ccccc1)NC12CC3CC(CC(C3)C1)C2 (stereo unspecified)
  A = -2; B = -6; C = -5; D = 4; E = 0; F = -1; G = 7; H = 16; I = -5

O=C(Nc1ccc(F)cc1)C1CCN(C(=O)NCc2ccccc2)CC1
  A = -2; B = 12; C = -6; D = -10; E = 2; F = 5; G = 19; H = 6; I = -1

COC(=O)c1ccc(C2c3[nH]c4ccccc4c3C[C@H]3C(=O)N(C4CCN(Cc5ccccc5)CC4)CC(=O)N23)cc1 (stereo partly specified)
  A = -5; B = 3; C = -9; D = -20; E = 7; F = -8; G = 3; H = 11; I = 1

COc1ccc(/C=C2\N=C(C)OC2=O)cc1[N+](=O)[O-]
  A = -2; B = 6; C = -5; D = 1; E = 0; F = -3; G = 1; H = 1; I = 0

CC(OC(=O)Cc1c(F)cccc1Cl)C(=O)NC1(C#N)CCCCC1 (stereo unspecified)
  A = 3; B = -4; C = 12; D = 0; E = 2; F = -1; G = 0; H = 2; I = 3

COc1ccc(-c2ccc(C(=O)N3CCN(C)CC3)c3occc23)c(C)c1
  A = -7; B = 9; C = -12; D = -12; E = 6; F = 1; G = 9; H = 5; I = 1

O=C(O)CCc1ccc(-c2ccc(F)cc2)n1CC1CCCO1 (stereo unspecified)
  A = -2; B = 9; C = 10; D = 18; E = 0; F = -2; G = -6; H = 2; I = -1

Cc1ccc(C(=O)Nc2nnc(-c3cccs3)s2)cc1C
  A = -2; B = 3; C = -4; D = 2; E = 1; F = -2; G = 3; H = 7; I = -1

The list is partial; count on the stated rates, not on these rows.
